Cycloheximide cs – counter-screen for Shiga toxin inhibitors: cycloheximide protein synthesis inhibition; actives 12% (n = 300,000); cell reporter, cycloheximide protein synthesis inhibition counterscreen; max response, %; AID 2314; in the data active means max response mostly above about 13%, no sharp cut-off; inactive means mostly below about 14%; further: read at 38.3 µM for the half of the compounds with a filed dose; 0% is about no effect
Shiga inhibitor – inhibitors of Shiga toxin in Vero cells; Vero cells, Shiga toxin protein synthesis inhibition reporter; inhibition, % at 38.7 µM; actives 9.2% (n = 290,000); AID 2315; in the data active means inhibition mostly above about 28%, no sharp cut-off; inactive means mostly below about 43%; further: 0% is about no effect
HCV inhibitor – blocks hepatitis C virus; Huh7.5.1 HCVcc-Cre infection, luciferase reporter, 44 h; AID 651820; Potency, µM (doses to about 41.8 µM), inactives show at the highest dose activity change, negative = inhibition, usual class: inhibitors; actives 3.4% (n = 340,000); further: potency means the concentration at half of the fitted maximal effect; on the % scale 0 is the no-effect control and ±100 the full control effect
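1,000 cells/well; 4 h culture; + compound; + HCVcc-Cre (~0.5 moi); 44 h; luciferase substrate, RT 15 min; read 15 sec.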
Pf growth 96h – P. falciparum growth inhibition at 96 hour, primary screen for plastid delayed-death inhibitors. P. falciparum luciferase reporter growth, 96 h. Potency, µM (top dose mostly 28.7 µM), without a hit: top-dose activity change, negative = inhibition, hits mostly inhibitors. actives 6.9% (n = 320,000); further: potency means the concentration at half of the fitted maximal effect; on the % scale 0 is the no-effect control and ±100 the full control effect
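Parasite growth measured via integrated firefly luciferase reporter in P. falciparum. Infected erythrocytes at 2% hematocrit, 0.05% parasitemia final were treated 96 hours at 37 C under 5% CO2, and luminescence was read.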
Pf growth 48h – inhibits P. falciparum growth in the first generation, 48 h; Potency, µM (top dose mostly 28.7 µM), inactives show at the highest dose activity change, negative = inhibition, most hits filed as inhibitors; actives 5.9% (n = 310,000); P. falciparum luciferase growth in erythrocytes, 48 h; further: potency means the concentration at half of the fitted maximal effect; on the % scale 0 is the no-effect control and ±100 the full control effect
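Luminescence readout; reporter = integrated firefly luciferase in P. falciparum. RBC culture at 2% hematocrit, 0.1% parasitemia final, 37 C/5% CO2; decreased signal taken as growth inhibition.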
FBPA Giardia inh – Giardia lamblia aldolase inhibition | A8B2U2 | purified Giardia FBPA | Potency, µM (highest dose often 59.6 µM), for the others: top-dose activity, negative = inhibition, hits mostly inhibitors | actives 0.71% (n = 290,000) | AID 2451; further: potency means the concentration at half of the fitted maximal effect; on the % scale 0 is the no-effect control and ±100 the full control effect; nearly all actives have a fitted effect of over 55% in size
Target sequence (A8B2U2 whole entry, looked up): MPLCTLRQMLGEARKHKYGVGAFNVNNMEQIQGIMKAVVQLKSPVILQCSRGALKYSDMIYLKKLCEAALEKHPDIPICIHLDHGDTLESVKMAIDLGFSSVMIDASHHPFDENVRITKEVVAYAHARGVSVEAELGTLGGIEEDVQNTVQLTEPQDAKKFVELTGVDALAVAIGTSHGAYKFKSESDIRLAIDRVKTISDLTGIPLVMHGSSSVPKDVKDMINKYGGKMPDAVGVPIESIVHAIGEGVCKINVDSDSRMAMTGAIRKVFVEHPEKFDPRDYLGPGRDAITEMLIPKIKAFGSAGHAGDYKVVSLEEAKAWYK
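40 nM FBPA preincubated 10 min at RT with compound (up to 57.5 uM final), then substrate plus GAPDH/TPI/NAD/arsenate coupling and diaphorase/resazurin added. Fluorescence read after 20 min at RT, 525/598 nm.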
The depositor's hits bear a star; i = inactive; ? = inconclusive; . = not tested or not shown; [ ] = remark or other dose. Unless noted, the call rests on the fitted dose curve; in most records, active means well fitted curve in the direction sought with a large enough effect; inconclusive means small, poorly fitted or top-dose-only effect, or another doubt; inactive means no such curve, though single readings can be large; an effect the other way counts as inactive or inconclusive.

SMILES | Cycloheximide cs | Shiga inhibitor | HCV inhibitor | Pf growth 96h | Pf growth 48h | FBPA Giardia inh
COc1cccc(C(=O)NCc2ccc3[nH]c(C)cc3c2)c1 | 3.6 | 10.1 | -28.3% | 0.3% | ? | ?
CSc1ncc(F)c(N(CCO)CCO)n1 | -3.6 | -16.1 | 5.6% | 48.8%[activator] | -3.9% | 2.9%
CC(=O)Nc1ccc(NC(=O)Cc2sc(-c3cccnc3)nc2-c2ccc(C)cc2)cc1 | -1.2 | -4.7 | -8.9% | -19.9% | -12.7% | 0.1%
CCOc1ccc(-c2nnc(-c3snc(-c4ccc(F)cc4)c3N=CN(C)C)o2)cc1 | -3.4 | 19.2 | ? | -2.2% | -2.4% | 1.5%
O=C(Nc1ccccc1F)C1CCN(C(=O)NCc2ccccc2)CC1 | -5.4 | -5.9 | 5.5% | -28.8% | 13.7% | 10.7%
CCOC(=O)C1=C(COC(=O)COc2ccc(OCC)cc2)NC(=O)NC1C (stereo not drawn) | . | . | 5.0%[8.37 µM] | 36.2%[activator] | 12.5% | .
O=C1c2ccccc2C(=O)C1(CO)c1ccc(OC(F)F)cc1 | 53.3* | 26.8* | ? | 126.4%[activator] | 11.7µM* | -20.7%
CC(=O)c1ccc(NC(=O)Nc2ccc3c(c2)nc(C)n3C)cc1 | 34.1* | 80.9* | -6.1% | 24.4% | ? | 0.0%
C=CCn1c(-c2oc3nc(-c4ccccc4)cc(-c4ccccc4)c3c2N)n[nH]c1=S | 15.0 | -2.9 | -21.9% | ? | ? | -8.5%
CC(=O)N[C@@H]1c2c(ccc3ccccc23)OC[C@@H]1COC(C)=O | -9.3 | 8.3 | 2.6% | 6.4% | i | 2.1%
NC(=O)C1CC(=O)N(c2ccc(OCc3ccc([N+](=O)[O-])cc3)cc2)C1 (stereo not drawn) | 26.1* | . | -16.7% | 52.8%[activator] | 90.8%[activator] | 2.5%
N=C1/C(=C/c2ccc(-c3cccc(C(=O)O)c3)o2)C(=O)N=C2SC=C(c3ccccc3)N12 | 13.9 | 72.3 | 4.9% | ? | 11.1% | ?
COC(=O)c1ccc(S(=O)(=O)c2ccc([N+](=O)[O-])cc2)cc1 | -2.4 | -0.9 | -6.9% | 14.4% | 27.1% | -0.3%
O=C(Nc1nnc(CCc2ccccc2)s1)c1ccc(F)cc1 | -1.5 | -2.5 | 5.7% | 0.0% | 24.1% | -6.3%
Cc1ccc(NC(=O)Cn2c([N+](=O)[O-])cnc2C)cc1 | -3.0 | 14.2 | 5.0% | 8.9% | 12.0% | 3.5%
O=C(NCCCN1CCOCC1)c1ccc2c(c1)N(Cc1ccc(F)cc1)CCS2 | -1.7 | -7.5 | ? | ? | ? | .
CO/N=C(/CS(=O)Cc1ccccc1Cl)c1ccc(Cl)cc1Cl (stereo not drawn) | -2.0 | 25.1 | -12.0% | 41.4%[activator] | 9.4% | 12.9%
Cc1ccc(S(=O)(=O)N2CCCCC2)cc1NC(=O)c1ccc(Cl)nc1 | . | . | ? | ? | ? | .
c1ccc(Nc2nc(N3CCNCC3)nc(N3CCOCC3)n2)cc1 | -1.2 | -7.3 | -21.3% | ? | ? | -1.3%
Cc1c(CC(=O)NCCC(C)C)c(=O)oc2cc3c(cc12)CCC(C)(C)O3 | 2.9 | -4.8 | 2.5% | -0.3% | -6.3% | 6.3%

In the list so far, these have an NH in an aromatic ring:
SMILES | Cycloheximide cs | Shiga inhibitor | HCV inhibitor | Pf growth 96h | Pf growth 48h | FBPA Giardia inh
COc1cccc(C(=O)NCc2ccc3[nH]c(C)cc3c2)c1 | 3.6 | 10.1 | -28.3% | 0.3% | ? | ?
C=CCn1c(-c2oc3nc(-c4ccccc4)cc(-c4ccccc4)c3c2N)n[nH]c1=S | 15.0 | -2.9 | -21.9% | ? | ? | -8.5%

Random excerpt: two records from the list
SMILES | Cycloheximide cs | Shiga inhibitor | HCV inhibitor | Pf growth 96h | Pf growth 48h | FBPA Giardia inh
CO/N=C(/CS(=O)Cc1ccccc1Cl)c1ccc(Cl)cc1Cl (stereo not drawn) | -2.0 | 25.1 | -12.0% | 41.4%[activator] | 9.4% | 12.9%
COC(=O)c1ccc(S(=O)(=O)c2ccc([N+](=O)[O-])cc2)cc1 | -2.4 | -0.9 | -6.9% | 14.4% | 27.1% | -0.3%

Next results
SMILES | Cycloheximide cs | Shiga inhibitor | HCV inhibitor | Pf growth 96h | Pf growth 48h | FBPA Giardia inh
Cc1ccc(-n2c(C)c(C)c3c(NCCO)ncnc32)cc1 | 39.7* | 61.0* | 5.3% | 31.7%[activator] | 70.6%[activator] | 2.2%
O=C(c1ccco1)N1CCN(c2ccnc3cc(Cl)ccc23)CC1 | -3.0 | -2.7 | 3.6% | 16.3% | ? | 3.2%
c1ccc(C[n+]2cccc(-c3ccccc3)c2)cc1 | 5.3 | 13.5 | -16.5% | 0.657µM* | 2.08µM* | -2.1%
O=C(O)CCC1CCCC1 | -2.7 | -10.6 | . | . | . | 4.1%
CCc1nn2c(=O)cc(COc3ccc(NC(=O)c4ccco4)cc3)nc2s1 | -1.8 | -5.9 | -10.3% | 27.8% | 9.4% | .
O=C(O)CC1(CC(=O)N2CCN(CCO)CC2)CCCC1 | -5.5 | 30.6 | 9.3% | 25.4% | 39.7%[activator] | 1.0%
CCC(C)NC(=O)CN(c1ccc(OC)cc1)S(=O)(=O)c1ccccc1 (stereo not drawn) | 3.3 | -3.1 | 7.0% | ? | 16.4% | -6.6%
CC(C)CSc1ncnc2c1oc1nc3c(cc12)COC(C)(C)C3 | -2.0 | -7.7 | -7.9% | . | 19.0% | 2.4%
COC(=O)c1ccc(COn2c(=O)c(C)[n+]([O-])c3ccccc32)cc1 | -1.7 | 2.4 | -14.0% | 46.8%[activator] | 14.2% | -4.3%
O=C(CSc1nnc(-c2ccco2)o1)c1ccc(O)cc1O | 7.9 | -7.0 | 2.0% | 17.7% | 0.0% | 2.9%

The list goes on; the last four above are carried over.
SMILES | Cycloheximide cs | Shiga inhibitor | HCV inhibitor | Pf growth 96h | Pf growth 48h | FBPA Giardia inh
CCC(C)NC(=O)CN(c1ccc(OC)cc1)S(=O)(=O)c1ccccc1 (stereo not drawn) | 3.3 | -3.1 | 7.0% | ? | 16.4% | -6.6%
CC(C)CSc1ncnc2c1oc1nc3c(cc12)COC(C)(C)C3 | -2.0 | -7.7 | -7.9% | . | 19.0% | 2.4%
COC(=O)c1ccc(COn2c(=O)c(C)[n+]([O-])c3ccccc32)cc1 | -1.7 | 2.4 | -14.0% | 46.8%[activator] | 14.2% | -4.3%
O=C(CSc1nnc(-c2ccco2)o1)c1ccc(O)cc1O | 7.9 | -7.0 | 2.0% | 17.7% | 0.0% | 2.9%
COC1=C(OC)C(=O)C(CCCCCCCCCCO)=C(C)C1=O | -7.5 | 6.0 | . | 6.01µM* | ? | 4.46µM*
O=C(c1ccccc1F)N1C(=O)c2cccc3cccc1c23 | -2.9 | -11.6 | 9.8% | 23.5% | -1.2% | -22.8%
N#Cc1cc2ccccc2nc1SCC(=O)Nc1ccccc1N1CCOCC1 | -1.7 | -7.2 | 21.5% | 2.8% | 12.6% | 6.5%
CCCc1[nH]c2ccc(C(=O)OC)cc2c1CCC | -1.9 | 7.5 | -26.1% | ? | 27.2% | 8.6%
CCOC(=O)c1sc(=NC(=O)c2c(F)cccc2F)n(C)c1C | 39.4* | 81.0* | -5.9% | 56.3%[activator] | 74.0%[activator] | 8.1%
CCS(=O)(=O)c1ccc(C(=O)NC)c(Cl)c1Cl | -3.6 | 15.2 | 3.6% | 34.4%[1.15 µM] | -8.6% | 3.9%
COc1cc(OC)cc(C(=O)NC(C(=O)NNC(=O)c2cc(Cl)ccc2OC)C(C)C)c1 (stereo not drawn) | . | . | ? | -15.8% | ? | .
O=C(Nc1ccccc1F)c1ccncc1 | -1.3 | -10.7 | 0.8% | -6.5% | 20.2% | 0.9%
Cc1ccc(CN(C(=O)c2cc(=O)c3cc(C)cc(C)c3o2)C2CCS(=O)(=O)C2)cc1 (stereo not drawn) | -0.7 | -7.0 | 1.3% | 9.28µM* | 3.29µM* | 0.2%
COc1ccc(N2C(=O)C(CC(=O)Nc3ccccc3)N(Cc3ccc(OC)c(OC)c3)C2=O)cc1 (stereo not drawn) | 14.6 | 40.7 | 7.3% | 10.9% | 7.5% | 0.2%
CCOC(=O)C1CCCN(CCC(=O)Nc2ccc(Br)c(C)c2)C1 (stereo not drawn) | -0.7 | -1.0 | 4.9% | 12.5% | 29.9% | 14.1µM*
Cn1c(-c2ccco2)n[nH]c1=S | -1.7 | -7.5 | 17.5% | 0.0% | -0.8% | ?
CCOC(=O)CSc1nnc(-c2nnc(SCC(=O)OCC)n2CC)n1CC | 0.1 | -1.7 | 14.1% | 22.2% | 8.8% | -7.5%[12.9 µM]
O=C(CN1C2CCCC1CC(NC(=O)c1ccccc1)C2)NC1CC1 (stereo not drawn) | -5.4 | -16.9 | 10.7% | ? | -18.3% | 3.9%
Cc1ccccc1-c1noc(CCC(=O)NC2CCCCC2)n1 | -3.6 | -10.6 | -17.5% | 10.4µM* | 5.4% | -0.1%
O=C(Nc1ccccn1)C12CC3CC(CC(C3)C1)C2 | 6.2 | 11.4 | 9.6% | . | 13.1µM* | -0.2%
Fc1ccc(-c2cc(C(F)(F)F)nc(-n3cccn3)n2)cc1 | -1.4 | 2.8 | ? | 9.3% | 8.0% | 4.4%
CSCC[C@H](NC(=O)[C@H](CC(C)C)NC(=O)[C@H](Cc1c[nH]c2ccccc12)NC(=O)[C@H](CCC(N)=O)NC(=O)[C@@H](NC(=O)[C@H](Cc1ccccc1)NC(=O)[C@H](CC(=O)O)NC(=O)[C@H](CCC(N)=O)NC(=O)[C@H](C)NC(=O)[C@H](CCCNC(=N)N)NC(=O)[C@H](CCCNC(=N)N)NC(=O)[C@H](CO)NC(=O)[C@H](CC(=O)O)NC(=O)[C@H](CC(C)C)NC(=O)[C@H](Cc1ccc(O)cc1)NC(=O)[C@H](CCCCN)NC(=O)[C@H](CO)NC(=O)[C@H](Cc1ccc(O)cc1)NC(=O)[C@H](CC(=O)O)NC(=O)[C@H](CO)NC(=O)[C@@H](NC(=O)[C@H](Cc1ccccc1)NC(=O)[C@@H](NC(=O)CNC(=O)[C@H](CCC(N)=O)NC(=O)[C@H](CO)NC(=O)[C@@H](N)Cc1cnc[nH]1)[C@@H](C)O)[C@@H](C)O)C(C)C)C(=O)N[C@@H](CC(N)=O)C(=O)N[C@H](C(=O)O)[C@@H](C)O | 18.5 | -7.7 | . | . | . | 1.1%
CN(C)c1ccc(C(=S)N2CCN(Cc3ccccc3)CC2)cc1 | -0.8 | -9.0 | -5.7% | 0.8%[5.75 µM] | 13.9% | 6.29µM*
O=c1[nH]c2c(oc3ccccc32)c(=O)n1Cc1ccccc1 | 3.7 | -3.2 | 11.1% | 50.7%[activator] | 10.8% | -7.5%
COc1ccc(CCNC(=O)C2CCN(S(=O)(=O)N3CCCCC3)CC2)cc1OC | -0.4 | -22.2 | -9.9% | 14.9% | -12.7% | 4.3%
COc1ccc(/C=C/c2ccc3cccc(O)c3n2)cc1Br | 47.7* | 115.3* | ? | 0.1% | ? | 10.7%
CCN(c1ccccc1)S(=O)(=O)c1cccc(C(=O)NCC(c2ccco2)N2CCCC2)c1 (stereo not drawn) | -1.6 | -9.3 | 10µM* | ? | ? | .
COc1ccc(NC(=O)c2cccc(OS(=O)(=O)N(C)C)c2)cc1 | 44.0* | 105.2* | ? | 8.8% | 71.6%[activator] | -22.8%
CC(=O)c1cccc(NC(=O)CN2C(=S)NC(C)(C)CC2C)c1 (stereo not drawn) | -2.5 | -1.4 | 21.6% | 27.1% | 0.8% | -15.1%
O=C(NCC(=O)N1CCC2(CC1)NCCc1[nH]cnc12)c1ccc(Br)cc1 | 1.3 | -10.0 | 24.5% | 39.1%[activator] | -5.3% | -8.4%
CC(OC(=O)c1ccccc1O)C(=O)Nc1cccc(Cl)c1 (stereo not drawn) | -3.2 | 26.5 | -5.8% | 27.7% | -1.8% | 0.7%
